Screens deposited in PubChem BioAssay by NMMLSC.
ABCB1 inh: blocks JC-1 efflux by human ABCB1 transporter. CCRF-Adr cells, flow cytometry. P08183. actives 0.067% (n = 190,000). AID 1326. inhibition, % at 6.6 µM; in the data active means inhibition above about 40%;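 further: 0% = vehicle and 100% = reference inhibitor; higher value means more JC-1 retained so stronger ABCB1 efflux block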
Bcl-W Bim block: inhibitors of Bim-Bcl-W interaction, human | Q92843 | bead-based flow cytometry, Bim peptide-Bcl-W binding | inhibition, % at 10 µM | actives 0.02% (n = 190,000) | AID 952;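 further: 0% = bound tracer without compound and 100% = peptide blocker; higher means less fluorescent Bim peptide bound to Bcl-W beads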
RGS7-Gao: human RGS7-Galphao interaction regulation; Multiplexed bead flow cytometry, RGS7-Galphao binding; actives lie on both sides; binding response (% of control), % at 10 µM; actives 0.35% (n = 220,000); in the data active means binding response below about 49% or above about 150%; inconclusive means no clear call, values can overlap the other calls; inactive means in between;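 further: fluorescent Galphao held in activated GDP-AlF4 state binding bead-coupled RGS7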
RGS8-Gao: modulates binding of RGS8 to human Galphao. P09471. multiplexed bead flow cytometry; actives lie on both sides. response (percent of control binding), % at 10 µM. actives 0.34% (n = 220,000). AID 1423; in the data active means response below about 60% or above about 140%; inactive means in between;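 further: Galphao activated as the GDP aluminium fluoride complex binding bead-coupled RGS8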
Mcl-1 Bim block: inhibitors of Bim-Mcl-1 interaction, human | Q07820 | Bead-based flow cytometry, Bim peptide-Mcl-1 binding | inhibition, % at 10 µM | actives 0.1% (n = 190,000);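 further: 0% = no compound tracer wells and 100% = peptide blocker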
Target sequence (Q07820 whole entry, looked up): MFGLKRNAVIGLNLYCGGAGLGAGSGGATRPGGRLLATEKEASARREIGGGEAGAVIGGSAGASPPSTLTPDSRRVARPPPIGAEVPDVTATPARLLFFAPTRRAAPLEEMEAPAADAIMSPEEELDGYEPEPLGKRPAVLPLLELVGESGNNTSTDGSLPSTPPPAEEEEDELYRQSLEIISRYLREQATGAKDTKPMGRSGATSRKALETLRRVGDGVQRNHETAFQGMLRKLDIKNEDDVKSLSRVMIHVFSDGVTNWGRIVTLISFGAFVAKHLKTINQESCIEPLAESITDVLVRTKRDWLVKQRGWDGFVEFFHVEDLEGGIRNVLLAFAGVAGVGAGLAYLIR
Bfl-1 Bim block: disrupts Bim binding to human Bfl-1; actives 0.12% (n = 190,000); Bead-based flow cytometry, Bim-Bfl-1 binding inhibition; AID 1008; inhibition, % at 10 µM;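 further: 0% = wells without compound plus tracer and 100% = blocker peptide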
Bcl-2 Bim block: human Bim-Bcl-2 interaction inhibition | actives 0.06% (n = 190,000) | inhibition, % at 10 µM | P10415 | AID 950 | Bead-based flow cytometry, Bim peptide-Bcl-2 binding; in the data active means inhibition above about 40%; inconclusive means no clear call, values can overlap the other calls;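 further: 0% = no compound wells with probe peptide and 100% = reference peptide inhibitor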
Target sequence (P10415 whole entry, looked up): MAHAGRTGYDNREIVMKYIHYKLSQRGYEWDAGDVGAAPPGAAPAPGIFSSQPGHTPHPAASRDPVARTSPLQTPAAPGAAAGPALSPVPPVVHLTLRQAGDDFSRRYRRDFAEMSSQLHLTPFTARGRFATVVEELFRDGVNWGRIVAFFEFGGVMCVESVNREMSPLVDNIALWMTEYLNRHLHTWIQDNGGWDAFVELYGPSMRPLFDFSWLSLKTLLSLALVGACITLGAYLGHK
Bim-Bcl-B: disrupts Bim peptide binding to human Bcl-B; bead-based flow cytometry; inhibition, % at 10 µM; actives 0.073% (n = 190,000);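 further: 0% = tracer peptide without compound and 100% = reference inhibitor peptide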
Bcl-XL Bim block: human Bim-Bcl-XL interaction inhibition. Q07817. Bim peptide-Bcl-XL binding, bead flow cytometry, fluorescence. inhibition, % at 10 µM. actives 0.04% (n = 190,000)
Target sequence (Q07817 whole entry, looked up): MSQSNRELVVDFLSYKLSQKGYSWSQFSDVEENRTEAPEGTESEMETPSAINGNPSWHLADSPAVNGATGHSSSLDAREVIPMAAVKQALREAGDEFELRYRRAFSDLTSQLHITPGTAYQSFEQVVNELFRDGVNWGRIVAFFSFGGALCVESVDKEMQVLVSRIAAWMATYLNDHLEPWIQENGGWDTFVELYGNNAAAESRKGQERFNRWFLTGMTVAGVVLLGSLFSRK
RGS4-Gao reg: human RGS4-Galphao interaction regulation; P09471; Multiplexed bead flow cytometry, RGS4-Galphao binding; actives lie on both sides; binding response (% of control), % at 10 µM; actives 0.33% (n = 220,000); AID 1415; in the data active means binding response below about 49% or above about 150%; inactive means in between;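 further: fluorescent Galphao activated with aluminum fluoride binding bead-coupled RGS4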
ABCG2 inh: blocks JC-1 efflux by human ABCG2 transporter; IgMXP3 cells, flow cytometry; inhibition, % at 6.6 µM; actives 0.1% (n = 190,000);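 active means inhibition above 80%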;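 further: 0% = DMSO and 100% = nicardipine control wells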
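Test system: IgMXP3 (ABCG2) plus far-red-tagged CCRF-Adr (ABCB1) cells / Amount: 3 million cells/mL in well / Reagent: JC-1 transporter substrate / Timing: 10 min compound exposure, 25 °C / Signal: flow cytometry, 530 nm JC-1 signal / Read-out: percent efflux inhibition, scaled nicardipine 100% to DMSO 0% / Benchmarks: nicardipine as high control, DMSO as low control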
* hit, by the source's call; ? = inconclusive. Unless noted, no stated cut-off is given here; in the data, active means inhibition above about 40%.

1: O=C(COC(=O)c1ccc(S(=O)(=O)Nc2ccccc2)cc1)NC1CCCC1
2: CN(C)CCOc1cccc(Br)c1
3: Cc1ccc(S(=O)(=O)N(C)C)cc1NC(=S)NCc1ccco1
4: C1=CC2CC1CC2CN1CCN(Cc2ccccc2)CC1 (stereo not drawn)
5: COc1cccc(/C=N\NC(=O)Cn2nnc3ccccc32)c1O
6: Cc1ccc(/C=N\NC(=O)C2CN(S(=O)(=O)c3ccccc3)CCN2S(=O)(=O)c2ccccc2)cc1 (stereo not drawn)
screen / no.	1	2	3	4	5	6
ABCB1 inh	0.0	0.8	0.4	-0.1	0.8	0.2
Bcl-W Bim block	-1	-3	-5	-3	0	-6
RGS7-Gao	97	102	102	98	88	104
RGS8-Gao	100	101	100	100	94	98
Mcl-1 Bim block	1	-3	-2	5	-2	-7
Bfl-1 Bim block	-2	0	0	-11	-5	-16
Bcl-2 Bim block	-8	0	-2	-6	-6	-6
Bim-Bcl-B	0	-8	-16	-5	-2	-13
Bcl-XL Bim block	-1	-2	-6	-5	0	-7
RGS4-Gao reg	102	101	98	99	91	99
ABCG2 inh	0	2	7	7	3	0

7: N#Cc1nc(-c2ccccc2F)oc1NCCc1ccccc1
8: O=C(NN1C(=O)C2C3C=CC(O3)C2C1=O)c1ccccc1 (stereo not drawn)
9: Cc1ccc(NC(=O)Cn2cnc3sc(C(=O)NCc4ccco4)c(C)c3c2=O)cc1Cl
10: O=C(CN1CCC(n2nnc3cc(F)ccc32)CC1)NCCc1ccccc1
11: Cc1ccc(N(C(=O)c2ccco2)C2C=CS(=O)(=O)C2)cc1 (stereo not drawn)
12: O=C(Nc1ccccc1)N1CCn2c(nc3ccccc32)C1
screen / no.	7	8	9	10	11	12
ABCB1 inh	-0.1	0.0	-0.7	1.3	0.3	0.8
Bcl-W Bim block	0	-5	4	-8	1	-7
RGS7-Gao	109	99	99	100	102	96
RGS8-Gao	110	93	100	106	102	95
Mcl-1 Bim block	0	0	3	-6	0	0
Bfl-1 Bim block	-1	-1	-10	-4	-6	-4
Bcl-2 Bim block	-1	0	-2	-3	-3	-6
Bim-Bcl-B	0	-1	-3	-9	0	-3
Bcl-XL Bim block	1	-2	-1	-8	-3	-7
RGS4-Gao reg	114	86	99	100	98	97
ABCG2 inh	1	0	-1	7	0	2

13: CCN(C(=O)COC(=O)c1cc(C)n(-c2ccc(F)cc2)c1C)C1CCS(=O)(=O)C1 (stereo not drawn)
14: CC(C)c1ccc(/C=C/C(=O)NNC(=O)c2cccnc2)cc1
15: C=CCN(CC=C)S(=O)(=O)c1ccc(NC(=S)NC(=O)Cc2ccc(OC)cc2)cc1
16: CC12CN3CC(C)(CN(C1)C3c1cc(Br)ccc1O)C2=O (stereo not drawn)
17: O=C(/C=C/c1ccc(-c2ccc(F)cc2)o1)N1CCCC1
18: COc1ccccc1-c1cc(C(=O)N/N=C\c2cn(C)nc2C)c2ccccc2n1
screen / no.	13	14	15	16	17	18
ABCB1 inh	0.3	0.6	0.6	0.7	-0.3	2.0
Bcl-W Bim block	-4	1	1	0	0	-3
RGS7-Gao	105	93	98	110	113	97
RGS8-Gao	99	97	100	103	102	98
Mcl-1 Bim block	-8	-1	1	-1	-2	-3
Bfl-1 Bim block	2	-2	-11	-11	6	-1
Bcl-2 Bim block	-6	1	-6	-6	2	-3
Bim-Bcl-B	-6	-3	-6	-11	3	-4
Bcl-XL Bim block	-2	2	-2	-2	0	-7
RGS4-Gao reg	108	91	98	109	106	95
ABCG2 inh	0	3	2	2	0	13

19: CCCCn1nc(C(=O)O)ccc1=O
20: CCN(Cc1ccncc1)C(=O)CCc1nnc(CCc2ccc(OC)cc2)o1
21: CC(NC(=O)c1cc(-c2cccs2)on1)c1ccccc1 (stereo not drawn)
22: CN1C(=O)c2ccccc2N(C)C1c1ccccc1Cl (stereo not drawn)
23: CCOC(=O)N/N=C1\CC(C)CC(C)(C)C1 (stereo not drawn)
24: CC(=O)Nc1ccc2c(c1)nc1n2CCOC1
screen / no.	19	20	21	22	23	24
ABCB1 inh	1.1	0.8	0.6	0.8	0.1	-0.8
Bcl-W Bim block	-1	0	-4	2	-3	-8
RGS7-Gao	105	105	102	96	101	102
RGS8-Gao	100	100	100	95	105	101
Mcl-1 Bim block	0	0	-1	-1	-2	-7
Bfl-1 Bim block	-6	-6	-16	-4	-12	-3
Bcl-2 Bim block	-6	0	-14	0	-21	-4
Bim-Bcl-B	-5	0	-7	-1	-11	-3
Bcl-XL Bim block	-4	-3	-7	0	-7	-11
RGS4-Gao reg	102	102	100	93	102	102
ABCG2 inh	6	2	14	21	3	-1

25: Cc1ccc(S(=O)(=O)N(C)c2ccccc2)cc1
26: CCOc1cccc(CN2CCN(CCc3ccccc3)C(CCO)C2)c1O (stereo not drawn)
27: Cc1cc(C(=O)N2CCN(c3ccccn3)CC2)no1
28: CC(C)c1cc(C(=O)N2CCCC(CCC(=O)NCc3ccccc3F)C2)n(C)n1 (stereo not drawn)
29: CCOC(=O)N1CCC(N(CCN(C)C)C(=S)Nc2ccc(OCC)cc2)CC1
30: CCn1cc(Br)c(C(=O)Nc2ccc(Cl)cc2Cl)n1
screen / no.	25	26	27	28	29	30
ABCB1 inh	0.2	0.1	0.1	0.8	-0.1	-0.9
Bcl-W Bim block	-1	-1	-2	0	-4	0
RGS7-Gao	100	97	104	?	104	99
RGS8-Gao	99	107	101	100	106	101
Mcl-1 Bim block	-2	0	-1	-2	-4	0
Bfl-1 Bim block	-19	-7	0	-6	-9	-14
Bcl-2 Bim block	-4	0	-4	-3	-4	-10
Bim-Bcl-B	-7	-2	-1	-3	-15	-10
Bcl-XL Bim block	-9	0	-3	0	-7	-5
RGS4-Gao reg	99	103	101	99	102	99
ABCG2 inh	3	0	0	5	1	50

Some of the entries above in another layout.
(26) CCOc1cccc(CN2CCN(CCc3ccccc3)C(CCO)C2)c1O (stereo not drawn)
  ABCB1 inh: 0.1
  Bcl-W Bim block: -1
  RGS7-Gao: 97
  RGS8-Gao: 107
  Mcl-1 Bim block: 0
  Bfl-1 Bim block: -7
  Bcl-2 Bim block: 0
  Bim-Bcl-B: -2
  Bcl-XL Bim block: 0
  RGS4-Gao reg: 103
  ABCG2 inh: 0

(27) Cc1cc(C(=O)N2CCN(c3ccccn3)CC2)no1
  ABCB1 inh: 0.1
  Bcl-W Bim block: -2
  RGS7-Gao: 104
  RGS8-Gao: 101
  Mcl-1 Bim block: -1
  Bfl-1 Bim block: 0
  Bcl-2 Bim block: -4
  Bim-Bcl-B: -1
  Bcl-XL Bim block: -3
  RGS4-Gao reg: 101
  ABCG2 inh: 0

(28) CC(C)c1cc(C(=O)N2CCCC(CCC(=O)NCc3ccccc3F)C2)n(C)n1 (stereo not drawn)
  ABCB1 inh: 0.8
  Bcl-W Bim block: 0
  RGS7-Gao: ?
  RGS8-Gao: 100
  Mcl-1 Bim block: -2
  Bfl-1 Bim block: -6
  Bcl-2 Bim block: -3
  Bim-Bcl-B: -3
  Bcl-XL Bim block: 0
  RGS4-Gao reg: 99
  ABCG2 inh: 5

(29) CCOC(=O)N1CCC(N(CCN(C)C)C(=S)Nc2ccc(OCC)cc2)CC1
  ABCB1 inh: -0.1
  Bcl-W Bim block: -4
  RGS7-Gao: 104
  RGS8-Gao: 106
  Mcl-1 Bim block: -4
  Bfl-1 Bim block: -9
  Bcl-2 Bim block: -4
  Bim-Bcl-B: -15
  Bcl-XL Bim block: -7
  RGS4-Gao reg: 102
  ABCG2 inh: 1

(listing goes on)
31: CCS(=O)(=O)Nc1cccc(-c2nc3cccnc3s2)c1C
32: c1ccc(Cn2nnc3c(N4CCN(Cc5ccc6c(c5)OCO6)CC4)ncnc32)cc1
33: CSc1nsc(SC)c1NC(=O)OCCc1ccccn1
34: COc1cccc(Nc2ncccc2C(=O)O)c1
35: CCOC(=O)N1CCN(C(=O)Cc2ccc(-n3c(=S)[nH]c4ccccc4c3=O)cc2)CC1
36: CCOC(=O)c1cc(-c2ccccc2)n(CCC(=O)N2CCN(c3ccc(OC)cc3)CC2)c1C
screen / no.	31	32	33	34	35	36
ABCB1 inh	0.5	0.6	1.0	0.4	-0.2	2.4
Bcl-W Bim block	6	-3	-1	-3	-1	-2
RGS7-Gao	104	100	106	106	88	98
RGS8-Gao	105	103	103	100	75	97
Mcl-1 Bim block	0	-5	-1	-1	-4	-2
Bfl-1 Bim block	-7	-17	3	-9	0	-14
Bcl-2 Bim block	-3	-11	0	-12	-4	-8
Bim-Bcl-B	-4	-11	-5	-5	-3	-6
Bcl-XL Bim block	-1	-9	-1	-3	-4	-5
RGS4-Gao reg	106	102	103	100	90	97
ABCG2 inh	4	2	6	2	1	16

37: Cc1cccc(CCNC(=O)CCCOc2cc(=O)n(C)c3ccccc23)c1
38: COc1ccc(/C=N/Nc2nccnc2Cl)cc1
39: Cc1ccc(S(=O)(=O)/N=C(\N)c2ccc(F)cc2)cc1
40: O=C(O/N=C1\CCCc2ccccc21)c1ccc(F)cc1
41: CCOC(=O)Cc1nnc(NC(=O)C(CC)Sc2nncn2C)s1 (stereo not drawn)
42: O=S(=O)(Nc1ccc(N2CCOCC2)nn1)c1ccccc1
43: O=C(COc1ccc(F)cc1)N(c1ccccn1)C1CCCCC1
44: CN(c1ccc(C(=O)O)cc1)S(=O)(=O)c1ccc(Cl)cc1
45: CCCCSCc1[nH]c(=O)[nH]c1C(=O)CCCCC(=O)OCC
screen / no.	37	38	39	40	41	42	43	44	45
ABCB1 inh	1.2	-0.3	0.6	-0.2	0.2	0.1	0.3	0.5	-0.3
Bcl-W Bim block	-5	-2	-1	-4	-1	0	-1	-3	-2
RGS7-Gao	99	104	?	100	85	100	101	98	74
RGS8-Gao	101	106	101	97	73	101	105	100	73
Mcl-1 Bim block	-6	-2	0	-1	1	-2	0	-2	-4
Bfl-1 Bim block	2	-16	-4	-17	0	-14	0	1	0
Bcl-2 Bim block	0	-11	-2	-7	2	-13	0	-1	-6
Bim-Bcl-B	0	-7	-1	-12	0	-7	-4	0	-4
Bcl-XL Bim block	-2	-6	1	-7	3	-4	-6	0	-1
RGS4-Gao reg	108	107	102	97	88	100	105	99	76
ABCG2 inh	18	52	1	5	0	0	1	1	0
